Screening data deposited in PubChem BioAssay by Broad Institute.
esBAF inh: Bmi1 luciferase reporter increase in mESCs, primary screen, esBAF inhibitor project, mouse ES cells, Bmi1 luciferase knock-in, single point; 24 h; 100% = twice the neutral-well signal; reporter increase, % at 12.5 µM; 350,000 tested, 2% active; AID 602393, 2012; in the data active = activation above about 40%;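 also: 0% = median of the plate's neutral control wells and 100% = double that signal; a rise in the Bmi1 reporter signal indicates esBAF inhibition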
miR-122 sensor: miR-122 Renilla sensor signal increase in Huh7, primary screen, miR-122 inhibitor project, cell-based, single point, plate reader; AID 602342, 2012; 340,000 tested, 0.3% active; Huh7 miR-122 Renilla luciferase sensor, 48 h; neutral wells = 0, positive control = 100; activation (reporter increase), % at 12.5 µM;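 active = mean replicate activation score at least 90 and every replicate individually at or above 90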;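 also: higher luciferase means less miR-122 activity so hits act as miR-122 inhibitors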
ERp5 block: inhibitors of ERp5-driven insulin aggregation, primary screen, biochemical, turbidity, absorbance 650 nm, single point; Protein disulfide-isomerase A6 (Homo sapiens), Q15084; 90 min; inhibition, % at 9.99 µM; 350,000 tested, 0.05% active; AID 651711, 2012;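 active = mean replicate inhibition above about 25%, with every replicate also reaching it, limit read from the data, passing the limit was not always enough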
Target sequence (Q15084 whole entry, looked up): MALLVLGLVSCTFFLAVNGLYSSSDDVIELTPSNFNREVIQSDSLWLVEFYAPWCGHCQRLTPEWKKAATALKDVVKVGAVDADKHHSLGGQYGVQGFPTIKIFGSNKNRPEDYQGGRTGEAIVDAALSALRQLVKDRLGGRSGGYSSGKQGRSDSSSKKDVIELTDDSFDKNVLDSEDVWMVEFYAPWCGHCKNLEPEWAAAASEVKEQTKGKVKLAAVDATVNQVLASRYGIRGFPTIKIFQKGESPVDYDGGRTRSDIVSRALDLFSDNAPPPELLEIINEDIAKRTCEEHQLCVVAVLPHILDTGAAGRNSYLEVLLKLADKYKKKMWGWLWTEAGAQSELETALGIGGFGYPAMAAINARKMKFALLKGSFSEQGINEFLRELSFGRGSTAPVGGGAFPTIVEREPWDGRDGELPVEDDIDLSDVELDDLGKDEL
SIRT5 block: SIRT5 desuccinylase inhibitors, primary screen, biochemical, fluorescence imaging, single point, set 5. NAD-dependent protein deacylase sirtuin-5, mitochondrial (Homo sapiens), Q9NXA8. Purified SirT5, succinyl-peptide AMC, trypsin-coupled fluorescence. inhibition, % at 15 µM. 330,000 tested, 1.1% active; in the data active = inhibition above about 15%
Target sequence (Q9NXA8 whole entry, looked up): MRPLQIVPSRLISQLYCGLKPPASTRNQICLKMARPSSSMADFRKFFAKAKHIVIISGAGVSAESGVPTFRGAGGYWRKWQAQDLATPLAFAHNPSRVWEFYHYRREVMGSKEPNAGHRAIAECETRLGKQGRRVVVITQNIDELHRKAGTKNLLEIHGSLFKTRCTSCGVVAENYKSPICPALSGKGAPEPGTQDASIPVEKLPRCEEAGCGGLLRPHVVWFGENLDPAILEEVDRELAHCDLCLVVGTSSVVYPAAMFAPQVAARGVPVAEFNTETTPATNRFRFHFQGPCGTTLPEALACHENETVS
ARNT-TACC3 inh: disruptors of ARNT/TACC3 protein interaction, primary screen, biochemical, AlphaScreen, single concentration; Transforming acidic coiled-coil-containing protein 3 (Homo sapiens), Q9Y6A5; AlphaScreen His-ARNT PAS-B/GST-TACC3 binding, luminescence; TACC3 fragment carries E629A point mutation; inhibition, % at 9.99 µM; 390,000 tested, 0.66% active;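 active = mean inhibition of replicates at least 50% and at least half of replicates each reaching 50%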;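 also: 0% = complete ARNT plus TACC3 wells and 100% = ARNT alone without TACC3; many hits fall short of the cut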
Cneo AK release: Cryptococcus neoformans cell lysis inducers, primary screen, AK release luminescence, single concentration. lysis activity, % at 15 µM. 360,000 tested, 0.2% active. AID 651654, 2012. C. neoformans lysis, adenylate kinase release luminescence, 4 h; normalised: neutral wells 0, clomiphene wells 100;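 active = mean lysis activity across replicates of at least 80%, whatever share of replicates individually reach that level; inactive = mean lysis activity below 80%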
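Signal: Adenylate kinase release luminescence | Assay system: Log-phase Cryptococcus neoformans yeast cells | Input: Cells at 5 × 10^6 per mL | Buffer or medium: Fresh YPD growth medium | Compound: Single dose | Schedule: Static 4 h at 37 °C with compound, 1 h detection | Controls: Clomiphene | Read-out: Luminescence rise reflecting yeast cell lysis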
Statin myotox sup: suppressors of statin myotoxicity in C2C12 myotubes, primary screen, cell-based, single point, plate reader. C2C12 myotubes + simvastatin, ATP luminescence, 48 h; scaled: DMSO 0, geranylgeraniol control 100. rescue of ATP level, % at 7.49 µM. 330,000 tested, 0.78% active;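 active = mean ATP rescue above about 67%, or every replicate alone reaching that limit, limit read from the data, passing the limit was not always enough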;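 also: myotubes were challenged with 10 µM simvastatin during compound exposure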
* marks the source's active call; other numbers are inactive results; . = no result given; & = joins results of further samples; [ ] = remark or other dose. The order is random; any-hit rate near 4%.

Under each structure – esBAF inh | miR-122 sensor | ERp5 block | SIRT5 block | ARNT-TACC3 inh | Cneo AK release | Statin myotox sup
- CC=Cc1ccc2n(c1=O)C[C@H]1[C@H](CO)[C@@H](C(=O)NCC)[C@@H]2N1CCC(F)(F)F (mixture of isomers)
  0 | 7[16.7 µM] | 2 | -18 | -12 | 1 | 3
- O=C(CCS(=O)(=O)c1ccc(Cl)cc1)NCCc1c[nH]c2ccccc12
  0 | -3 | 13 | -1 | -6 | 2 | 3
- O=C(NC(=S)Nc1ccccc1N1CCCCC1)c1ccc(F)cc1Cl
  -13 | . | 4 | -3 | -8 | 10 | -12
- Cc1cc(OCC(=O)OC(C)C(=O)NC2CC2)c(C(C)C)cc1Cl (stereo not drawn)
  -1 | -2 | -1 | 14 | . | 15 | 12
- COc1cccc(-c2ccc3c(c2)[C@H]2[C@H](CCN2S(=O)(=O)c2ccccc2OC)[C@@H](CO)N3)c1
  -1 | 10[16.7 µM] | -1 | 1 | -7 | 54 | 14
- C[C@H](CO)N1C[C@H](C)[C@@H](CN(C)Cc2ccccc2)Oc2ncc(-c3cccc(C#N)c3)cc2C1=O
  -4 | -8[16.7 µM] | -2 | 0 | -11 | -6 | 0
- C/C=C/c1ccc([C@H]2[C@@H](CO)N(C(=O)CC)[C@H]2CNC(=O)CC2CC2)cc1
  7 | 0[16.7 µM] | . | . | -3 | 0 | -13
- Cc1cc(N)n2ncc(-c3ccccc3)c2n1
  51* | 4 | . | . | . | -2 | 0
- CC[C@H](C)[C@H](NC(=O)CNC(=O)COc1cc2c(c3oc(=O)cc(C)c13)CCC(C)(C)O2)C(=O)O
  -1 | 0 | 2 | -55 | 19 | 0 | -8
- COc1cccc(CNC(=O)C[C@@H]2CC[C@H](NC(=O)C3CCC3)[C@@H](CO)O2)c1
  -1 | . | -5 | 14 | -11 | -3 | -1
- O=C(c1ccco1)N1CCN(C2CC(=O)N(c3ccc4c(c3)OCO4)C2=O)CC1 (stereo not drawn)
  6 | -4 | . | . | -7 | -3 | 3
- Cc1ccc2nc(C(C)(C)C)c(Cc3ccsc3)n2c1
  -1 | -3 | 8 | -1 | . | 0 | -4
- Cc1noc(NS(=O)(=O)c2ccc(N/C=C\C(=O)c3ccc(Br)cc3)cc2)c1C
  . | . | 1 | 1 | -6 | . | .
- COc1c(S(=O)(=O)Nc2cccnc2)ccc(Cl)c1Cl
  -2 | 1 | 1 | 1 | 3 | . | 6
- Cc1ccc(-n2c(-c3ccncc3)n[nH]c2=S)cc1C
  -10 | 2 | 2 | 3 | 3 | 1 | 3
- C[C@@H]1CN([C@H](C)CO)C(=O)Cc2cc(NS(=O)(=O)c3ccc(F)cc3)ccc2O[C@@H]1CN(C)C(=O)Nc1cccc2ccccc12
  1 | -7[16.7 µM] | 9 | 1 | -8 | -10 | 60
- CC1CN(c2nc3ccccn3c(=O)c2C=O)CC(C)O1 (stereo not drawn)
  -4 | 2 | 2 | . | -3 | . | 1
- COc1ccc2cnn(-c3ccc(OC(F)(F)Cl)cc3)c(=O)c2c1OC
  20 | 0 | 2 | -6 | -1 | 2 | -32
- COC(=O)c1cnc(Nc2cc(C)ccc2OC)c2ccccc12
  -3 | 1 | -1 | 3 | -10 | 1 | -8
- N#CC(OC(=O)c1ccccc1)c1ccccc1 (stereo not drawn)
  -7 | -4 | 2 | . | -1 | 0 | 0

Whole records as entered above. Screens in order: esBAF inh	miR-122 sensor	ERp5 block	SIRT5 block	ARNT-TACC3 inh	Cneo AK release	Statin myotox sup
Cc1cc(OCC(=O)OC(C)C(=O)NC2CC2)c(C(C)C)cc1Cl (stereo not drawn) in the list: -1	-2	-1	14	.	15	12
O=C(c1ccco1)N1CCN(C2CC(=O)N(c3ccc4c(c3)OCO4)C2=O)CC1 (stereo not drawn) in the list: 6	-4	.	.	-7	-3	3
O=C(NC(=S)Nc1ccccc1N1CCCCC1)c1ccc(F)cc1Cl in the list: -13	.	4	-3	-8	10	-12

(listing goes on)
Under each structure – esBAF inh | miR-122 sensor | ERp5 block | SIRT5 block | ARNT-TACC3 inh | Cneo AK release | Statin myotox sup
- Cc1cc(C(=O)O[C@H]2[C@H](Cc3ccccc3)NS(=O)(=O)[C@H]3C[C@@H]4C=C[C@]23O4)ccc1[N+](=O)[O-]
  -1 | . | -5 | . | -1 | 1 | 6
- CCCN1CCN(C(=S)Nc2ccc(SC(F)F)cc2)CC1
  -9 | 12 | 0 | -2 | 6 | 1 | -12
- CCC(=O)N1C[C@@H](C)[C@H](OC)CN(C)C(=O)c2cc(NC(=O)c3ccc(OC)cc3)ccc2OC[C@H]1C
  -3 | 5[16.7 µM] | . | . | -5 | -2 | 9
- O=C(Nc1ccc2c(c1)nc1n2CCSC1)c1ccccc1
  -20 | 29 | . | . | 1 | -2 | -22
- CC1CCCN(c2nc3c(c(=O)n(C)c(=O)n3C)n2CCSc2nc3ccccc3s2)C1 (stereo not drawn)
  10 | 1 | . | . | 10 | -3 | 11
- Cc1cccc(NC(=S)Nc2ccc(Cl)c(Cl)c2)c1
  3 | 15 | 0 | 1 | 3 | -3 | 3
- S=C(NCCCN1CCOCC1)NC1CCCC1
  . | . | -2 | -2 | -9 | . | .
- CCC(=O)N1CCCC(C)(C(=O)Nc2ccc3oc(CC)nc3c2)C1 (stereo not drawn)
  -4 | 3 | -7 | -1 | . | 0 | -10
- Cc1ccc(C)c(N2CCN(C(=O)c3ccc4c(=O)n5c(nc4c3)CCCCC5)CC2)c1
  6 | . | 0 | . | -12 | 0 | 7
- COc1ccc(S(=O)(=O)NC2CC(=O)N(c3ccc4c(c3)OCCO4)C2)cc1 (stereo not drawn)
  . | . | 2 | -6 | 1 | . | .
- Cc1cc(-c2ccccc2)n2ncc(C#N)c2n1
  9 | -3 | -2 | -3 | . | -1 | -1
- CC(NC(=O)c1ccc(N(C)C)c([N+](=O)[O-])c1)c1ccc(-n2ccnc2)cc1 (stereo not drawn)
  9 | -1 | -2 | 1 | 2 | -5 | 2
- Cc1nc([N+](=O)[O-])c(C(=O)O)n1C
  . | . | 1 | -2 | 9 | . | .
- CCOC(=O)C1(S(=O)(=O)c2ccc(Cl)cc2)CCN(Cc2ccc(Cl)cc2)CC1
  -8 | -5 | . | . | 0 | -1 | -8
- CCC(=O)Nc1nnc(SCC(=O)NCC2CCCO2)s1 (stereo not drawn)
  -10 | -7 | 4 | -3 | 1 | -1 | 7
- C[C@H]1CCCCO[C@@H](CN(C)CC2CCCCC2)[C@@H](C)CN([C@@H](C)CO)C(=O)c2cc(NS(=O)(=O)c3cccs3)ccc2O1
  2 | -3[16.7 µM] | 8 | 3 | 5 | 4 | .
- C[C@H]1CN([C@@H](C)CO)C(=O)c2cc(NC(=O)Nc3ccc4c(c3)OCO4)ccc2O[C@H]1CN(C)S(C)(=O)=O
  1 | -5[16.7 µM] | 1 | -1 | -6 | 8 | -23
- OC(c1cc(F)cc(Cl)c1)c1ncc(-c2ccccc2C(F)(F)F)[nH]1 (stereo not drawn)
  -11 | 23 | 0 | . | . | 1 | 4
- COc1ccc(C2NC(=O)NC(C)=C2C(=O)OC2CCCC(C)C2)cc1 (stereo not drawn)
  -38 | . | -3 | -4 | -11 | 1 | -5
- Cc1ccc2nc(-c3ccccc3)nn2c1
  -70 | 1 | 7 | -5 | 0 | -2 | -22
- NC(=NCc1ccco1)NC(=O)c1ccccc1
  20 | 0 | -2 | -10 | -3 | 0 | -3
- CCn1c(SCC(=O)N2CCc3ccccc32)nnc1-c1c[nH]c2ccccc12
  11 | -2 | . | . | 4 | 0 | 11
- O=C1C=C(c2ccc(-c3ccccc3)c(F)c2)C[C@@H](c2ccc(Cl)cc2)C1
  -3 | -1 | -2 | . | -5 | -2 | 5
- O=C(NCCCNC(=O)C(F)(F)C(F)F)C(F)(F)C(F)F
  -4 | 12 | . | . | -3 | -2 | .
- CCOc1ccc(NC(=O)CN(C)C(=O)CCCc2nc3ccccc3c(=O)[nH]2)cc1OCC
  -3 | . | -1 | -2 | -1 | -1 | -29
- CC(C)Oc1ccc(CN2CCC2(C)C(=O)Nc2cccc(Oc3ccccc3)c2)cc1 (stereo not drawn)
  2 | 0 | 2 | 1 | . | -1 | -10
- CS(=O)(=O)Nc1ccc2c(c1)[C@@H]1C[C@H](CC(=O)NCc3ccccn3)O[C@H](CO)[C@@H]1O2
  -4 | 2[16.7 µM] | -5 | 0 | -4 | -3 | -8
- CCCOC1CCCN(C(=O)CCCn2nnnc2CN2CCOCC2)C1 (stereo not drawn)
  -6 | -8 | -5 | -3 | . | 0 | 2
- COc1cc(OC)cc(C(=O)Nc2ncc3c(n2)CC(C)(C)CC3=O)c1
  7 | . | . | . | 0 | 1 | -13
- COc1ccc(C(=O)Cn2nnc(-c3ccccc3NC(=O)C3CC3)n2)cc1
  -8 | -3 | . | . | 12 | . | 8
- CCCc1cc(=O)oc2cc(OCC(=O)NCCCN3CCCC3=O)ccc12
  -1 | 4 | -1 | 0 | 2 | -3 | 6
- COc1ccccc1C(CNC(=O)c1ccc(NS(=O)(=O)c2ccc(C(C)=O)cc2)cc1)N1CCCC1 (stereo not drawn)
  10 | 2 | -15 | -1 | -12 | 0 | 4
- Cc1cc(C)c(C)c(S(=O)(=O)Nc2ccccc2C(=O)NCCCn2ccnc2)c1C
  -2 | . | . | . | 3 | -1 | 21
- CCc1csc(N2[C@H](CO)[C@@H](c3ccc(-c4ccc(F)cc4)cc3)[C@@H]2C#N)n1
  1 | . | 3 | 6 | -3 | 3 | 17
- CCC(=O)N1c2ccc(C)cc2C2=NNC(=S)NC21O (stereo not drawn)
  0 | -4 | . | . | 14 | 2 | 27
- COc1ccc(CCn2c(O)c(C3=c4ccccc4=NC3=O)sc2=S)cc1OC
  -3 | -12 | 1 | -3 | -2 | -3 | 4
- O=S(=O)(c1ccc(C2CCCCC2)cc1)N1CCCC1
  -12 | 8 | . | . | -9 | -1 | 11
- CO[C@H]1CC[C@@H]2CCN(C)C(=O)C[C@H](c3ccccc3)CN(C)C(=O)c3cc(C#N)ccc3OC[C@H]1O2
  -4 | . | 0 | 6 | 12 | 53 | 8
- C[C@@H]1CN([C@H](C)CO)C(=O)c2cccc(NC(=O)Nc3ccc(F)cc3)c2O[C@H]1CN(C)C(=O)Nc1ccc(C(F)(F)F)cc1
  11 | 7 | 4&-2 | 8&3 | 4 | 7 | -3
- O=C(/C=C/c1ccc(F)cc1)N1CCN(c2ncccn2)CC1
  . | . | -1 | -1 | -9 | . | .
- CS(=O)(=O)c1ccc(-c2cnc3c(NC=O)cc(-c4ccsc4)cn23)cc1
  -1 | . | 3 | -5 | . | 5 | -10
- Cc1ccccc1NC1=NC(=S)N(CC(N)=O)C12CCOC(C)(C)C2 (stereo not drawn)
  . | -1 | 1 | 4 | 0 | 9 | .
- COc1cc(NC(=O)Nc2c(C)n(C)n(-c3ccccc3)c2=O)cc(OC)c1OC
  1 | -5 | 3 | 2 | 1 | 4 | 2
- Cc1ccccc1C(=O)N1CCC(C(=O)NCCc2ccc(S(N)(=O)=O)cc2)CC1
  -4 | -7 | -2 | -2 | . | -1 | 1
- CCC(=N\NC(=O)COc1ccccc1OC)/C(CC)=N/NC(=O)COc1ccccc1OC
  0 | . | -7 | 0 | -8 | 2 | -2
- O=C(COc1ccc(Br)cc1)Nc1ccc2c(c1)C(=O)NC2=O
  . | . | 0 | 1 | -3 | . | .
